# GRP78 ERSR act = qHTS for Inducers of the Endoplasmic Reticulum Stress Response (ERSR) in Human Glioma: qHTS. U87-MG GRP78 promoter luciferase reporter, 16 h. Potency, µM, without a hit: at the top dose activation, most hits filed as activators. 420,000 tested, 0.02% active; also: potency is read from the fitted curve at half-maximal effect; series mostly up to about 76 µM; % of control where 0% means no effect; nearly all actives have a fitted effect of over 35% in size
#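 ERSR induction read as luciferase luminescence (Bright-Glo, 10 min at room temperature) in stably transfected human U87-MG glioma cells exposed to compounds for 16 h, using GRP78 as sensor.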
# Vif-A3F inh = qHTS for Inhibitors of Vif-A3F Interactions: qHTS. HeLa A3F-eYFP + Vif (tagged APOBEC3F with the HIV-1 protein that degrades it), YFP fluorescence increase. Potency, µM (highest dose often 46.1 µM), without a hit: at the top dose activity, negative = active. 390,000 tested, 0.2% active. AID 602313, 2012; also: potency is read from the fitted curve at half-maximal effect; % of control where 0% means no effect; nearly all actives have a fitted effect of over 65% in size
#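 Fluorescence increase (Ex 488/Em 500-530) after overnight compound treatment at 37 deg C flags inhibition of Vif-driven A3F-eYFP loss in stable HeLa A3F-eYFP/Vif cells seeded overnight beforehand.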
# TrxR1 substrate = qHTS Assay for Substrates of Mammalian Selenoprotein Thioredoxin Reductase 1 (TrxR1): qHTS; AID 588456, 2011; Potency, µM (highest dose often 114 µM), inactives show at the highest dose activity change, negative = substrate turnover; Thioredoxin reductase 1, cytoplasmic (Rattus norvegicus), O89049; 390,000 tested, 0.01% active; purified TrxR1 substrate turnover, NADPH consumption readout; also: potency is read from the fitted curve at half-maximal effect; % is scaled to controls: 0 for no effect and ±100 for the full control effect; nearly all actives have a fitted effect of over 50% in size
# Target sequence (O89049 whole entry, looked up): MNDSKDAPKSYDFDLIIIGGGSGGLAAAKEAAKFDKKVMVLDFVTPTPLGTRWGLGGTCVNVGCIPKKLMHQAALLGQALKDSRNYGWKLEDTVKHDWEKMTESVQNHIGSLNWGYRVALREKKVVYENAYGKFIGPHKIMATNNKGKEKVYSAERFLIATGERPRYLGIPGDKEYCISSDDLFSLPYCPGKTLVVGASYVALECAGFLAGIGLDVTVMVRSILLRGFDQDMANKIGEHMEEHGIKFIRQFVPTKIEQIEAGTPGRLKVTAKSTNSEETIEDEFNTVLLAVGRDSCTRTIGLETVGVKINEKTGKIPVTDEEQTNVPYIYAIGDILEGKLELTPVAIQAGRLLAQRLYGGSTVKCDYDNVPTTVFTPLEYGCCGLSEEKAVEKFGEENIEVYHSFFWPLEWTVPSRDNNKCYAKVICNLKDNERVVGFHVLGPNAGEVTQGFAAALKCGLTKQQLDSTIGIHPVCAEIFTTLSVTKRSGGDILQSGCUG
#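 Rat TrxR1, dispensed at 90 nM, was prereduced with 400 uM NADPH (final) for 5 min at ~22 deg C, then incubated with compound 15 min before 400 uM selenite. A first-read NADPH fluorescence drop versus no-compound background flagged substrates.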
# RGS4 inhibitor = Inhibitors of Regulator of G Protein Signaling (RGS) 4: qHTS; 390,000 tested, 0.039% active; Transcreener GDP fluorescence polarization, RGS4-accelerated GTP hydrolysis; Potency, µM (top dose mostly 114 µM), for the others: top-dose activity change, negative = inhibition, actives largely listed as inhibitors; Regulator of G-protein signaling 4 (Homo sapiens), P49798; also: potency is read from the fitted curve at half-maximal effect; % is scaled to controls: 0 for no effect and ±100 for the full control effect; nearly all actives have a fitted effect of over 75% in size; some results filed as inactive show a strong effect at the top dose
# Target sequence (P49798 whole entry, looked up): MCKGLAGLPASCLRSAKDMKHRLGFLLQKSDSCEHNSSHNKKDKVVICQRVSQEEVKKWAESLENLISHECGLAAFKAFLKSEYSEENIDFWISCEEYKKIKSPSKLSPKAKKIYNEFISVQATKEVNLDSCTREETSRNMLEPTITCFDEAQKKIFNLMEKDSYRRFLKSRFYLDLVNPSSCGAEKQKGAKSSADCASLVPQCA
#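 MLSMR compounds (23 nl, pin-transferred) preincubated 10 min at room temperature with a 500nM (2x) first reagent, then RGS4 at 900nM (2x) plus Transcreener GDP mix added; fluorescence polarization (620/688 nm) read before and after 90 min at 30 °C.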
# Vif-A3G inh = qHTS for Inhibitors of Vif-A3G Interactions: qHTS | 410,000 tested, 0.076% active | HeLa A3G-eYFP + Vif (tagged APOBEC3G with the HIV-1 protein that degrades it), YFP fluorescence, overnight | DNA dC->dU-editing enzyme APOBEC-3G (Homo sapiens), Q9HC16 | Potency, µM (series often up to 46.1 µM), for the others: at the highest dose activity, negative = active, usual class: inhibitors;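 also: potency is read from the fitted curve at half-maximal effect; % is scaled to controls: 0 for no effect and ±100 for the full control effect; nearly all actives have a fitted effect of over 60% in size; hits raise eYFP signal because A3G escapes Vif-driven loss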
# Target sequence (Q9HC16 whole entry, looked up): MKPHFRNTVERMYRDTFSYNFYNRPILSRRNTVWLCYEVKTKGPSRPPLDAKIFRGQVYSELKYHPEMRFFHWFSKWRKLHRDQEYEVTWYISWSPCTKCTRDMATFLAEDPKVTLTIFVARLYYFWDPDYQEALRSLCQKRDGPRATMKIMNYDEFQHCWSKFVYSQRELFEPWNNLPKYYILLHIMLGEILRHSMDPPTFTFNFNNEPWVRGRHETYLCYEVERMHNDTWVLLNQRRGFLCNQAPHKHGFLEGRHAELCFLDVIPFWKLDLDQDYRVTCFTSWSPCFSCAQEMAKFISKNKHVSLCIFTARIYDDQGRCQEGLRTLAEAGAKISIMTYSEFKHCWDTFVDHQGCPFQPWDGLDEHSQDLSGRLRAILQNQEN
#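 Read-out is eYFP fluorescence (Ex 488/Em 500-530) from Vif-expressing HeLa A3G-eYFP cells; more signal means A3G escaped Vif-mediated degradation. Cells plated overnight, compound pinned in, incubated overnight at 37 deg C.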
# TrxR1 inh = qHTS Assay for Inhibitors of Mammalian Selenoprotein Thioredoxin Reductase 1 (TrxR1): qHTS; Thioredoxin reductase 1, cytoplasmic (Rattus norvegicus), O89049; recombinant rTrxR1, NADPH fluorescence consumption, selenite substrate; Potency, µM (titrated, usually from 114 µM), inactives show at the top dose activity change, negative = inhibition, usual class: inhibitors; 390,000 tested, 1% active; AID 588453, 2011; also: potency is read from the fitted curve at half-maximal effect; % is scaled to controls: 0 for no effect and ±100 for the full control effect; nearly all actives have a fitted effect of over 65% in size
#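 Rat TrxR1 (90 nM in the dispensed reagent) was pre-reduced with 400 uM NADPH for 5 min at room temperature, then incubated with compound for 15 min. After 400 uM selenite was added, NADPH fluorescence (Ex 340/Em 450 nm) was followed for 8 min.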
# mIDH1 inhibitor = qHTS for Inhibitors of mutant isocitrate dehydrogenase 1 (IDH1): qHTS | IDH1-R132H enzyme, NADPH consumption, diaphorase/resazurin fluorescence | Potency, µM (titrated, usually from 76.6 µM), for inactives: at the highest dose activity change, negative = inhibition, usual class: inhibitors | 390,000 tested, 0.093% active; also: potency is read from the fitted curve at half-maximal effect; % is scaled to controls: 0 for no effect and ±100 for the full control effect; nearly all actives have a fitted effect of over 65% in size
#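 IDH1-R132H (0.5 ug/mL dispensed) in pH 7.5 Tris buffer was preincubated 30 min with compound, then given a substrate mix of 0.016 mM NADPH and 2 mM alpha-KG for 80 min at room temperature; remaining NADPH was read by diaphorase/resazurin fluorescence.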
# USP1 inh = Inhibitors of USP1/UAF1: Primary Screen | 390,000 tested, 0.23% active | Potency, µM (highest dose often 57.1 µM), for the others: at the top dose activity change, negative = inhibition, usual class: inhibitors | recombinant USP1/UAF1, Ub-Rhodamine cleavage fluorescence | Ubiquitin carboxyl-terminal hydrolase 1 (Homo sapiens), O94782; also: potency is read from the fitted curve at half-maximal effect; % is scaled to controls: 0 for no effect and ±100 for the full control effect; nearly all actives have a fitted effect of over 60% in size; inactives centre near -12
#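 In this screen, compounds sit with the deubiquitinase complex (1nM) for 15 min at room temperature before Ub-Rho is added at 150nM final. Fluorescence rise is then followed for 6 reads every 60 seconds.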
# LDHA inh = qHTS assay for inhibitors of human lactate dehydrogenase. purified LDHA, NADH/diaphorase-resazurin fluorescence; stronger effect = lower value. activity change, % (values are at about 110 or 230 µM). 480,000 tested, 0.15% active. L-lactate dehydrogenase A chain (Homo sapiens), P00338; in the data active = activity change below about -30%; inconclusive = mostly about -25% to -30%;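 also: plate controls were DMSO wells for no effect and wells without enzyme for full effect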
#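 Human LDH5 (2 nM) was incubated with 0.06 mM NADH and 0.2 mM pyruvate for 5 min at room temperature in Tris pH 7.4. Remaining NADH was coupled through diaphorase/resazurin, and resorufin fluorescence was read at 0 and 20 min.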
# Starred values were filed as active, the others as inactive; u = inconclusive; x = no result given; & = joins results of further samples; [ ] = another dose, or the depositor's remark. Unless noted, calls follow the shape of the dose curve; as a rule, active = well fitted curve in the direction sought with a large enough effect; inconclusive = small, poorly fitted or top-dose-only effect, or another doubt; inactive = no such curve, though single readings can be large; an effect the other way counts as inactive or inconclusive. Only part of the results is shown (hit frequency here may not be typical).
# Results follow in this order: GRP78 ERSR act, Vif-A3F inh, TrxR1 substrate, RGS4 inhibitor, Vif-A3G inh, TrxR1 inh, mIDH1 inhibitor, USP1 inh, LDHA inh
Nc1ncnc2nc(Sc3ccc(Cl)cc3)[nH]c12
    -1%, 1%, 2%[57.1 µM], -32%, 1%, 33%[57.1 µM], 10%, -15%, -2
COC(=O)c1ccc(NC(=O)CSc2nc(=O)[nH]c3c2CCCC3)cc1
    1%, u, 4%[57.1 µM], 12%, 2%, 20%[57.1 µM], -2%, u, -3
CCN=C1SC(C(=O)Nc2cccc(OCC)c2)CC(=O)N1CC (stereo not drawn)
    -1%, -8%, 9%[57.1 µM], 11%, 0%, 17%, 12%, -13%, -13
O=C(O)COc1ccc(Br)cc1/C=N/O
    1%, -4%, -3%, 16%, 0%, 2%, -5%, -2%, -10
Cc1cccn2c(NCc3ccc4c(c3)OCO4)c(-c3ccc(O)cc3)nc12
    -1%, -8%, 35%[activator][57.1 µM], -41%, -2%, 14%[57.1 µM], -4%, -21%, -7
COc1ccccc1CNC(=O)COC(=O)c1ccccn1
    -4%, 2%, 3%[57.1 µM], -1%, -1%, 5%[57.1 µM], 2%, -22%, -9
Nn1c(SC/C=C/c2ccccc2)nnc1-c1ccco1
    -1%, -7%, -8%, -20%, -1%, u, 3%, 1%, -9
c1ccc(-c2cc(N3CCCCC3)c3ccccc3n2)cc1
    -3%, -9%, 2%[57.1 µM], -5%, -1%, 15%[57.1 µM], -1%, -1%, -4
CC(C)=CCC[C@](C)(O[C@@H]1O[C@H](CO[C@@H]2OC[C@H](O[C@@H]3OC[C@@H](O)[C@H](O)[C@H]3O)[C@H](O)[C@H]2O)[C@@H](O)[C@H](O)[C@H]1O)C1CC[C@]2(C)C1[C@H](O)CC1[C@@]3(C)CC[C@H](O)C(C)(C)C3[C@@H](O)C[C@]12C (stereo partly drawn)
    2%, -2%, 6%, 5%, -1%, 15%, -1%, -13%, 4
COc1ccc(C2=NO[C@@H]3C(=O)N(C4CCCCC4)C(=O)[C@H]23)cc1OC
    1%, 3%, 6%, -20%, 0%, 8%, 7%, -22%, 0
O=S(=O)(Nc1ccc(C(F)(F)F)cc1)c1ccc2c(c1)OCCO2
    5%, 10%, -3%, 1%, -5%, 36%, -4%, -23%, 1
COC(=O)C(Cc1cnc(Cl)s1)(C(=O)OC)c1ccccc1[N+](=O)[O-]
    -1%, 4%, 10%[57.1 µM], 39%, 1%, 13%[57.1 µM], 3%, 1%, -10
Cc1ccc(-c2nnc(Nc3ccccc3O)c3ccccc23)cc1
    0%, 2%, 4%, -14%, -5%, 18%, 0%, 8%, -2
Cc1cc(C)c(OCCCCCNCCO)c(C)c1
    1%, 3%, 4%[57.1 µM], -6%, 0%, 2%[57.1 µM], 4%, 0%, 0
COC(=O)C1=C(C)N(Cc2ccc(C)cc2)C(=O)/C1=C\c1cc(OC)c(OC)c(OC)c1
    u, u, -7%, -44%, -27%, u, -5%, -25%, 0
COc1ccc(NC(=O)N2CCOCC2)cc1
    3%, 4%, 1%, -4%, 3%, 22%, 4%, -1%, 0
CCc1nc2ccc(C(=O)NCc3cccc(Br)c3)cc2nc1CC
    8%, -14%, -2%[57.1 µM], 21%, -6%, 8%[57.1 µM], -9%, u, -3
Cc1cccc(C)c1NC(=O)C1(NC(=O)C2CCC(=O)N2)CCCCC1 (stereo not drawn)
    -4%, -2%, 7%, -37%, -1%, 14%, 1%, -16%, -5
Cc1cccc(CN2C(=O)NC(c3ccccc3)(c3ccccc3)C2=O)c1
    0%, -1%, -8%, 43%, 0%, 27%, 1%, -13%, 1
NC(=O)c1ccsc1NC(=O)COC(=O)Cc1ccccc1Cl
    -4%, 0%, -1%, 3%, -2%, 16%, -5%, -24%, -5
Cc1cc(/C=C(\C#N)C(=O)NCc2ccccc2)c(C)[nH]1
    -2%, u, x, x, -16%, x, -14%, -24%, -17
Cn1c(CC(=O)NNC(=O)c2ccc(F)cc2Cl)nc2ccccc21
    -4%, 1%, 5%, 8%, 2%, 37%, -2%, -17%, 0
CN(c1ccccc1)S(=O)(=O)c1cccc(NC(=O)Cc2n[nH]c(=O)c3ccccc23)c1
    -4%, 6%, 1%, -22%, 4%, 7%, 0%, -17%, -1&5
Cc1cc(C)cc(NC(=O)CN2CCN(c3ccccc3)CC2)c1
    -2%, 5%, -3%, -14%, -1%, 8%, -8%, -25%, -4
O=C(Nc1cc(-c2nc3ccccc3o2)ccc1Cl)c1ccc(Br)o1
    -3%, u, 4%, 1%, -4%, 10%, -9%, -25%, -6&-2
CC(C)c1nnc(NC(=O)C2CCCN2C(=O)Nc2ccccc2F)s1 (stereo not drawn)
    -3%, 4%, 5%, -2%, -5%, 10%, 2%, -9%, -2
CC/C(=C\c1ccc(N(C)C)cc1)c1ccncc1
    8%, -7%, 7%[57.1 µM], -9%, -27%, 16%[11.4 µM], 5%, -14%, 6
COc1cccc(-n2c(=O)n(Cc3ccccc3)c(=O)c3[nH]cnc32)c1
    -5%, 8%, 5%[57.1 µM], -6%, -9%, -10%[57.1 µM], -5%, 1%, -1
COCCn1nnnc1CN1CCN(c2cccc(C(F)(F)F)c2)CC1
    -5%, -5%, 8%[57.1 µM], -7%[11.4 µM], 1%, 12%[57.1 µM], -2%, -23%, 0
COc1ccc2[nH]c(C(=O)N(C)c3ccc(F)cc3F)cc2c1
    6%, 12%, -6%[57.1 µM], 28%, 1%, -7%[57.1 µM], 12%, -12%, -1
Cc1cccc(OCC(=O)Nc2ccc3c(c2)nc(CCN2CCN(C)CC2)n3C)c1
    -3%, x, 4%, 4%, -3%, 5%, 7%, -25%, 5
CC(C)NC(=O)c1ccc(S(=O)(=O)N(C)C)cc1
    2%, -12%, -8%, -21%, -3%, u, 9%, -14%, 2
COc1cccc(N2CCN(C(=O)CCc3nnc4ccc(N5CCCC5)nn34)CC2)c1
    -1%, -3%, -3%, 0%[11.4 µM], 2%, 7%, -6%, -8%, 0
C#CCOCCOCCOCCNc1nc(N2CCN(C(=O)C(CCC(=O)O)n3cc(C(N)CC(C)C)nn3)CC2)nc(N2CCN(C(=O)C(Cc3cc4ccccc4[nH]3)n3cc(C(N)Cc4ccc(O)cc4)nn3)CC2)n1 (stereo not drawn)
    -4%, 1%, -6%, -4%, 3%, u, -7%[38.3 µM], -17%, 4
CCc1cccc(-n2nnc(-c3nc(-c4ccc5c(c4)OCO5)no3)c2C)c1
    x, x, -8%[57.1 µM], -8%, x, 2%[57.1 µM], x, -23%, -5
COc1ccccc1CC(=O)NNC(=O)c1ccc(C(C)(C)C)cc1
    -1%, 2%, 4%, 9%, -3%, 10%, 5%, -16%, -6
Cc1ccc(N(C(=O)c2sc(C)nc2C)C(C(=O)NCc2ccco2)c2ccccc2)cc1 (stereo not drawn)
    1%, -4%, 4%, -6%, -2%, 15%, u, 4%, -8
CN(C)c1ccc2c3c(ccc(N(C)C)c13)COC2
    -2%, -1%, 3%, 6%, -4%, 16%, 11%, -18%, 5
COc1ccc(CN2C(=NC(=O)C3CCCO3)SC3CS(=O)(=O)CC32)cc1OC (stereo not drawn)
    -9%, 0%, -6%, 7%[11.4 µM], 1%, 1%, 8%, -14%, 0
COc1cccc(OCC(O)CN2CCN(c3ncccn3)CC2)c1 (stereo not drawn)
    -6%, 3%, -6%, 10%, 2%, -9%, 2%, -1%, -1
Cc1[nH]c(=O)[nH]c(=O)c1S(=O)(=O)Nc1ccc(F)cc1Cl
    6%, 2%, 14%[57.1 µM], 8%, 0%, 23%[57.1 µM], 5%, u, -9
CCOc1ccc(NC(=O)Cc2ccc(NC(=O)N3CCCCc4ccccc43)cc2)cc1
    -1%, -5%, 0%[57.1 µM], 1%, -8%, 14%[57.1 µM], -1%, -9%, -11
CCN(CC)c1ccc(/C=C/c2ccncc2)cc1
    -6%, x, -27%, x, u, u, x, x, x
CCOc1ccc(CCNC(=O)C2=C(C)C(=O)OC23CCC(C)CC3)cc1OCC (stereo not drawn)
    0%, -7%, -4%&5%, 20%&-27%, 2%, -6%&29%, 24%, -1%&-25%, -1&0
CCC(C)CCN1C(Nc2ccccc2)=NC[C@@H]1Cc1ccccc1 (stereo partly drawn)
    -5%, 3%, 8%[57.1 µM], 11%, 6%, 22%[57.1 µM], -10%, u, -5
